# Source: PubChem
# Autophagy HCS – autophagy modulation, high-content screen | MEF GFP-LC3 puncta imaging; test concentration mostly 10 µM | calls only at 10 µM (by protocol) | 190,000 tested, 0.98% active;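 active = percentage of spot-positive cells more than 3 SD above its plate mean, without a fluorescence outlier flag or 80% toxicity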;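 note: spot-positive cell cutoff set from DMSO-treated cells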
# MT stabilizer – stabilizes microtubules in HeLa cells | HeLa tubulin immunostaining HCS, 24 h; share of cells brighter than vehicle mean+2SD | % tubulin-high responders, % at 10 µM | 200,000 tested, 0.83% active;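 active = plate Z-score above 3 for both tubulin-high and condensed-nucleus cell shares, with cell loss under 80%, at 10 µM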;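 note: anti alpha tubulin signal scored within the nucleus-defined area of each cell; some results filed as inactive read as strong as hits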
# Ins promoter up – MIN6 insulin promoter up-regulation; MIN6 insulin promoter-GFP reporter, high-content imaging; active compounds read high; z-score at 5 µM; 190,000 tested, 0.3% active;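 active = z-score above 3 at 5 µM with at least 500 cells counted in the well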
# Dynein cargo inh – blocks dynein driven cargo transport along microtubules; 3617.4 mouse cells, GR-EGFP nuclear translocation imaging; test concentration mostly 20 µM; stimulated with dexamethasone, 1 µM; active compounds read low; z-score, hits read low; 220,000 tested, 0.47% active; AID 1381;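 active = plate z-score of nuclear minus cytoplasmic receptor signal below a set negative limit, without overly bright fluorescence or cell loss, cut at about -3.5 in these data, passing the limit was not always enough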;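 note: z-score of nuclear minus cytoplasmic ring GR-EGFP intensity difference per well; some compounds called inactive have numbers as strong as hits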
#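 Buffer or medium: tetracycline-free induction medium containing charcoal-stripped FBS / Reagent: dexamethasone agonist, 1.0 µM final, for 30 min / Technique: automated 10x imaging of fixed Hoechst-stained cells / Times: induction 48 h, compound 1 h, agonist 30 min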
# bCat nuc transl – beta-catenin nuclear translocation modulation; HeLa beta-catenin nuclear translocation, immunofluorescence imaging; nuclear translocation activity, % at 5 µM; 190,000 tested, 0.3% active; AID 1665;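 active = nuclear translocation activity above 50% at 5 µM, with a well cell count of 50 or more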;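 note: per-cell ratio of nuclear to cytoplasmic median beta-catenin stain intensity; plate controls were DMSO negative control for no effect and GSK-3 inhibitor IX positive control for full effect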
#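 Signal – beta-catenin immunofluorescence imaging with DAPI · Test system – human HeLa cell line · Dosing – 5 µM primary single dose, 0.1% DMSO, 0.02–20 µM confirmation series · Measure – % activation, nuclear-to-cytoplasmic median beta-catenin signal ratio per cell · Incubation – 24 h compound exposure at 37°C, 5% CO2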
# Hep lipid drop – modulators of hepatic lipid droplet formation; AML12 mouse hepatocytes, oleate lipid droplets, BODIPY imaging; AID 1656; 240,000 tested, 0.4% active; inhibition, % at 6.5 µM;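 active = lipid droplet intensity inhibited by at least 50%, with more than 500 cells counted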
#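 material = mouse AML12 hepatocyte cell line, fixed after treatment | also added = 100 µM oleic acid challenge | doses = compound at 6.5 µM only | schedule = overnight exposure | technique = Image-based BODIPY and DAPI two-channel analysis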
# Salmonella PhoP GFP – inhibitors of PhoP regulon expression, primary screen, Salmonella Typhimurium, GFP reporter (AID 1863) | one-dose inhibition, % at 50 µM; IC50 in µM for titrated hits | S. Typhimurium PhoP-regulated promoter GFP reporter, 4 h; higher % means a stronger effect | 300,000 tested, 0.16% active;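 active = inhibition over 29.93%, a cutoff 3 SD above the screen mean, later confirmed by dose response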;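 note: 0% = low Mg2+ inducing control and 100% = high Mg2+ repressing control; strong numbers were not always called active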
# CSM14.1 death rescue – protection against thapsigargin-triggered cell killing – 384-well, CSM14.1, ATP luminescence, primary screen (AID 1222). CSM14.1 thapsigargin-induced death rescue, ATP luminescence; higher % means a stronger effect. one-dose cellular ATP content (survival), % at 20 µM; EC50 in µM for titrated hits. 190,000 tested, under 10 active;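 active = EC50 below 50 µM in the dose-response confirmation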;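 note: death triggered by thapsigargin at about 15 µM added after 2 h compound pretreatment; cell ATP read after overnight thapsigargin exposure of roughly 18 to 22 hours; normalized against plate controls of thapsigargin alone and 5% DMSO vehicle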
# T cell HTS – T cell immune modulators affecting CD8 T cell-vesicle binding; 2C CD8+ T cell-vesicle binding, flow cytometry; active compounds read low; calls only at 7 µM; 330,000 tested, 0.068% active; AID 2052;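 active = response, share of CD8 T cells binding vesicles, and their 90th percentile fluorescence all below set limits, cut at about 80% in these data, passing the limit was not always enough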
#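 Assay system – 2C mouse CD8+ T cells · Also added – QL9-loaded Drosophila micro-vesicles · Timing – Cell–vesicle co-incubation 1.5 h at 37 °C, staining 20 min on ice · Signal – flow cytometry of vesicle-bound cells · Measure – percent CD8+ FL2 mean versus row control · Controls – Peptide-free naked vesicles (low) and QL9 vesicles with 0.7% DMSO vehicle (high)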
# Dynein cargo inh cytoplasmic EGFP – also measured in Dynein cargo inh; calls as there; z-score; measured here: cytoplasmic GR-EGFP intensity; active compounds read high
# Dynein cargo inh nuclear GR-EGFP – recorded beside Dynein cargo inh, whose call it bears; z-score; measured here: nuclear GR-EGFP intensity;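 lower value marks the stronger effect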
# Dynein cargo inh cell count – also measured in Dynein cargo inh; calls as there; z-score; measured here: cell count per field
# Ins promoter up cell count – also measured in Ins promoter up; calls as there; cell count; measured here: cytotoxicity, nuclei count;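 total cells summed across four imaged fields per well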
# Hep lipid drop cells 6.5 µM – also measured in Hep lipid drop; calls as there; cell count; measured here: cell count, cytotoxicity flag;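 cells counted across two imaged fields per well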
# bCat nuc transl cell count 5 µM – also measured in bCat nuc transl; calls as there; cell count; measured here: cell count, cytotoxicity flag
# T cell HTS vesicle-bound % – further read-out of T cell HTS, marked with its call; double positive events, %; measured here: CD8+ vesicle-bound cell fraction;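 binding gate set so that unloaded-vesicle control wells show 10% double positive cells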
# MT stabilizer Hoechst-high % – second read-out of MT stabilizer, no call of its own (marks repeat the call); % Hoechst-high responders; measured here: nuclear condensation Hoechst responders;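 share of cells brighter than vehicle mean plus two SD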
# MT stabilizer cytotoxicity % – second read-out of MT stabilizer, no call of its own (marks repeat the call); toxicity, %; measured here: cytotoxicity by cell density;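 0% = mean cell density of plate MIN control wells and 100% = no cells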
# Autophagy HCS cell loss 18 h – also measured in Autophagy HCS; calls as there; toxicity, %; measured here: cell loss, nuclei count;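 cell loss after 18 h compound exposure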
# * = called active by the depositor; i = inactive; . = no result given. This is a random part of the collection; overall some 3% were active at least once.
# Key to letters: A = Autophagy HCS; B = Autophagy HCS cell loss 18 h; C = MT stabilizer; D = MT stabilizer Hoechst-high %; E = MT stabilizer cytotoxicity %; F = Ins promoter up; G = Ins promoter up cell count; H = Dynein cargo inh; I = Dynein cargo inh cytoplasmic EGFP; J = Dynein cargo inh nuclear GR-EGFP; K = Dynein cargo inh cell count; L = bCat nuc transl; M = bCat nuc transl cell count 5 µM; N = Hep lipid drop; O = Hep lipid drop cells 6.5 µM; P = Salmonella PhoP GFP; Q = CSM14.1 death rescue; R = T cell HTS; S = T cell HTS vesicle-bound %
[1] COc1ccc(NS(=O)(=O)c2ccc3nc(COc4cccc5ccccc45)[nH]c3c2)cc1
  A: i	B: -3	C: 3.3	D: 2.2	E: 8.4	F: -0.17	G: 1292	H: 0.72	I: -0.18	J: 0.88	K: -0.69	L: 8.4	M: 1094	N: -18	O: 704	P: 11%	Q: -1.7%	R: i	S: 43
[2] Cc1cc(C(=O)CSc2nc(N)cc(N)n2)c(C)n1CCc1ccc(F)cc1
  A: i	B: 14	C: 4.8	D: 2.2	E: 7.5	F: -0.33	G: 1906	H: -0.98	I: -0.18	J: -0.3	K: 0.31	L: -0.1	M: 1103	N: 6	O: 681	P: -14%	Q: -2.2%	R: i	S: 22
[3] S=C(c1cn(Cc2ccccc2)c2ccccc12)N1CCOCC1
  A: i	B: -38	C: 1.7	D: 1.0	E: 3.6	F: -0.3	G: 1292	H: 0.65	I: -0.099	J: 0.59	K: -1.8	L: 0.7	M: 1119	N: -8	O: 734	P: 4%	Q: 6.7%	R: i	S: 59
[4] Cn1cnc2c1c(=O)n(Cc1c(Cl)cccc1Cl)c(=O)n2C
  A: i	B: 1	C: 2.1	D: 1.6	E: 4.5	F: -0.29	G: 1233	H: -0.31	I: -0.27	J: -0.13	K: 1.5	L: 0.1	M: 934	N: 1	O: 783	P: 5%	Q: -3.0%	R: i	S: 31
[5] CCN(CC)S(=O)(=O)c1cccc(NC(=O)c2cncc(Br)c2)c1
  A: i	B: -1	C: 2.6	D: 0.8	E: 3.8	F: -0.05	G: 1569	H: 0.61	I: -0.41	J: 0.62	K: 1.3	L: -5.1	M: 1105	N: -11	O: 660	P: 2%	Q: -1.7%	R: i	S: 54
[6] CCOC(=O)C1(Cc2ccc(OC)cc2)CCN(C(=O)C2CCCO2)CC1 (stereo unspecified)
  A: i	B: 6	C: 1.3	D: 1.8	E: 1.3	F: -0.28	G: 1439	H: -1.1	I: -0.29	J: -0.41	K: 0.85	L: 2.8	M: 903	N: 3	O: 679	P: -12%	Q: 0.1%	R: i	S: 24
[7] CC(C)=CCC/C(C)=C/CC(C)(C)CNCCN1CCNCC1
  A: i	B: 14	C: 8.3	D: 2.9	E: 0.5	F: -0.26	G: 1470	H: i	I: .	J: .	K: -6.1	L: -0.1	M: 1296	N: .	O: .	P: -8%	Q: -7.8%	R: i	S: 8
[8] O=C(Nc1ccc(F)cc1)c1ccc(CSc2ccc(Cl)cc2)o1
  A: .	B: .	C: .	D: .	E: .	F: -0.82	G: 1466	H: -0.84	I: -0.063	J: -0.45	K: -1.2	L: 0.1	M: 1133	N: 5	O: 763	P: -14%	Q: .	R: i	S: 26
[9] FC(F)(F)c1cnc(-c2cnc(-c3ccncc3)nc2)c(Cl)c1
  A: i	B: 5	C: 4.5	D: 2.1	E: 9.8	F: 0.59	G: 1030	H: 0.25	I: -0.22	J: -0.026	K: -0.28	L: -2.2	M: 1037	N: 6	O: 688	P: 2%	Q: -1.3%	R: i	S: 55
[10] COc1ccc(/C=N/Nc2ncnc3sc(C)c(C)c23)cc1
  A: i	B: 14	C: 1.2	D: 1.7	E: 7.3	F: -0.01	G: 1371	H: -0.6	I: -0.26	J: -0.37	K: 1.3	L: -1.8	M: 1001	N: 10	O: 723	P: 4%	Q: 17%	R: i	S: 13

# Copied from the entries so far, 6 compounds:
# Key to letters: A = Autophagy HCS; B = Autophagy HCS cell loss 18 h; C = MT stabilizer; D = MT stabilizer Hoechst-high %; E = MT stabilizer cytotoxicity %; F = Ins promoter up; G = Ins promoter up cell count; H = Dynein cargo inh; I = Dynein cargo inh cytoplasmic EGFP; J = Dynein cargo inh nuclear GR-EGFP; K = Dynein cargo inh cell count; L = bCat nuc transl; M = bCat nuc transl cell count 5 µM; N = Hep lipid drop; O = Hep lipid drop cells 6.5 µM; P = Salmonella PhoP GFP; Q = CSM14.1 death rescue; R = T cell HTS; S = T cell HTS vesicle-bound %
[1] COc1ccc(NS(=O)(=O)c2ccc3nc(COc4cccc5ccccc45)[nH]c3c2)cc1
  A: i	B: -3	C: 3.3	D: 2.2	E: 8.4	F: -0.17	G: 1292	H: 0.72	I: -0.18	J: 0.88	K: -0.69	L: 8.4	M: 1094	N: -18	O: 704	P: 11%	Q: -1.7%	R: i	S: 43
[2] Cc1cc(C(=O)CSc2nc(N)cc(N)n2)c(C)n1CCc1ccc(F)cc1
  A: i	B: 14	C: 4.8	D: 2.2	E: 7.5	F: -0.33	G: 1906	H: -0.98	I: -0.18	J: -0.3	K: 0.31	L: -0.1	M: 1103	N: 6	O: 681	P: -14%	Q: -2.2%	R: i	S: 22
[3] S=C(c1cn(Cc2ccccc2)c2ccccc12)N1CCOCC1
  A: i	B: -38	C: 1.7	D: 1.0	E: 3.6	F: -0.3	G: 1292	H: 0.65	I: -0.099	J: 0.59	K: -1.8	L: 0.7	M: 1119	N: -8	O: 734	P: 4%	Q: 6.7%	R: i	S: 59
[4] Cn1cnc2c1c(=O)n(Cc1c(Cl)cccc1Cl)c(=O)n2C
  A: i	B: 1	C: 2.1	D: 1.6	E: 4.5	F: -0.29	G: 1233	H: -0.31	I: -0.27	J: -0.13	K: 1.5	L: 0.1	M: 934	N: 1	O: 783	P: 5%	Q: -3.0%	R: i	S: 31
[5] CCN(CC)S(=O)(=O)c1cccc(NC(=O)c2cncc(Br)c2)c1
  A: i	B: -1	C: 2.6	D: 0.8	E: 3.8	F: -0.05	G: 1569	H: 0.61	I: -0.41	J: 0.62	K: 1.3	L: -5.1	M: 1105	N: -11	O: 660	P: 2%	Q: -1.7%	R: i	S: 54
[6] CCOC(=O)C1(Cc2ccc(OC)cc2)CCN(C(=O)C2CCCO2)CC1 (stereo unspecified)
  A: i	B: 6	C: 1.3	D: 1.8	E: 1.3	F: -0.28	G: 1439	H: -1.1	I: -0.29	J: -0.41	K: 0.85	L: 2.8	M: 903	N: 3	O: 679	P: -12%	Q: 0.1%	R: i	S: 24
